M5 antag: CHRM5 antagonism in calcium assay. inhibition, % at 3 µM. CHO-hM5 cells, Fluo-8 calcium fluorescence, ACh EC80. actives 0.59% (n = 360,000). P08912;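 active = inhibition above a per-plate cutoff, the mean of that plate's test compounds plus 3 SD, cut at about 27% in these data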;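 also: 0% = acetylcholine EC80 with DMSO and 100% = DMSO without agonist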
Target sequence (P08912 whole entry, looked up): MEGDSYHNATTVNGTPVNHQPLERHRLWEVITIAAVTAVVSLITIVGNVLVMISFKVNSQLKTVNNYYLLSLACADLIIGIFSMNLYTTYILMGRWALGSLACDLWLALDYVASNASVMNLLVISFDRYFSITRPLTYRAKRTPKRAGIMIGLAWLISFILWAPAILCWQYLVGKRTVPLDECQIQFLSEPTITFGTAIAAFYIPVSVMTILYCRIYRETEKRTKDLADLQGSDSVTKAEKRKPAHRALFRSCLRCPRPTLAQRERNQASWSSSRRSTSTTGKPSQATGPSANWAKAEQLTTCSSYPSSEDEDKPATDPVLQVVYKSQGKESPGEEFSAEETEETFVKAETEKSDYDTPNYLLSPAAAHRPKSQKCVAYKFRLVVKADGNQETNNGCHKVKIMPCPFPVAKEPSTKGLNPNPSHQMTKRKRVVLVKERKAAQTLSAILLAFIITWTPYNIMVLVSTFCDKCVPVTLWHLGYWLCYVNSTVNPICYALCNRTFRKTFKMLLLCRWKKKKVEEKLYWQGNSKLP
CHRM1 antagonist: antagonists of human M1 muscarinic receptor; CHO-K1 hM1, Fluo-8 calcium fluorescence, ACh EC80 antagonist; inhibition, % at 3 µM; actives 1.3% (n = 360,000); AID 588852;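 active = percent inhibition above its own plate's cutoff, namely the mean of that plate's compound wells plus 3 SD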;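 also: peak over basal fluorescence ratio during 140 s after agonist addition; 0% = ACh EC80 plus DMSO and 100% = DMSO alone without agonist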
CHRM4 antagonist: blocks acetylcholine activation of human M4 receptor; P08173; CHO-hM4 cells, ACh EC80, Fluo-8 calcium fluorescence; inhibition, % at 3 µM; actives 0.73% (n = 360,000);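 active = inhibition above its plate's cutoff, the mean inhibition of sample wells plus 3 SD, cut at about 27% in these data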;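 also: 0% = acetylcholine EC80 with DMSO and 100% = DMSO without agonist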
Target sequence (P08173 whole entry, looked up): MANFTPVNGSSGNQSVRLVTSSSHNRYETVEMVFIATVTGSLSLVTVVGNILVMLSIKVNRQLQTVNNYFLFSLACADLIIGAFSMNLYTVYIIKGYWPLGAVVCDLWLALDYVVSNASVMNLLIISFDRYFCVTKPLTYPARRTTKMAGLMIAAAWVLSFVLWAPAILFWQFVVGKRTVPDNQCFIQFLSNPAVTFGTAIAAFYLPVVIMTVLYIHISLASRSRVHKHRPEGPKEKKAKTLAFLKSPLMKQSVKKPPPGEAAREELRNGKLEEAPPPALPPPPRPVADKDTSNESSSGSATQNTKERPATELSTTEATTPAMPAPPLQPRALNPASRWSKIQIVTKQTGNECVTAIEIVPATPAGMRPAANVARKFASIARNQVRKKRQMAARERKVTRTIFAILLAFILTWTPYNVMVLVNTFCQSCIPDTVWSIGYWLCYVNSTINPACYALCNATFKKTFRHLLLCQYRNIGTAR
M1 ag: activates human CHRM1 receptor; CHO-K1 hM1, Fluo-8 calcium fluorescence, agonist mode; 0% DMSO, 100% acetylcholine EC100; P11229; activation, % at 3 µM; actives 0.33% (n = 360,000);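 active = activation above the run's mean compound activation plus 3 SD, cut at about 16% in these data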;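 also: peak over basal fluorescence ratio within a 140 s kinetic read after compound addition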
M5 ag: CHRM5 agonism in calcium assay. P08912. CHO-K1 hM5 cells, Fluo-8 calcium fluorescence; 0% DMSO wells, 100% maximal acetylcholine response. activation, % at 3 µM. actives 0.19% (n = 360,000). AID 624037;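 active = activation above the run's mean over test compounds plus 3 SD, cut at about 23% in these data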;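 also: signal is peak over basal fluorescence ratio across the kinetic read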
TAAR1 ag: agonists of human TAAR1; actives 0.99% (n = 360,000); Q96RJ0; CHO RD-HGA16 TAAR1, Fluo-8 calcium fluorescence; vehicle wells 0%, saturating PEA agonist 100%; activation, % at 3 µM;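 active = activation above the mean activation of all test compounds in the run plus 3 SD, cut at about 38% in these data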
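Benchmarks: low control DMSO, high control PEA (EC100); System: CHO RD-HGA16 cells carrying human TAAR1 plus Gα16; Detection: Fluo-8 fluorescence, 5 s baseline then 140 s kinetic read; Schedule: 17-24 h plating, Fluo-8 75 min 37 °C, 30 min RT; Read-out basis: % activation from peak over basal fluorescence ratio, DMSO-to-PEA scaled.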
M5 PAM: potentiates acetylcholine response at human M5 receptor; activation, % at 3 µM; P08912; actives 0.3% (n = 360,000); CHO-K1 hM5, Fluo-8 calcium, ACh EC20 PAM; 0% = ACh EC20, 100% = ACh EC100;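 active = activation above the run cutoff, the mean activation of all test compounds plus 3 SD, cut at about 18% in these data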
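System: CHO-K1 cell line with stable human muscarinic M5 receptor expression | Also added: EC20 acetylcholine as agonist stimulus | Compound: One concentration, 3 µM final (nominal) | Timing: Fluo-8 loading 80 min at 37 °C plus 30 min room temperature | Measured by: Fluo-8 calcium dye fluorescence, kinetic read | Read-out basis: % activation, ACh-normalized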
CHRM4 agonist: agonists of human muscarinic M4 receptor (CHRM4). AID 624127. CHO-K1 hM4/Gqi5, Fluo-8 calcium fluorescence; vehicle 0%, full acetylcholine response 100%. actives 0.14% (n = 360,000). activation, % at 3 µM. P08173;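 active = activation above the run mean over all test wells plus 3 SD, cut at about 32% in these data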;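 also: peak over basal fluorescence ratio per well then scaled between controls; 0% = DMSO wells and 100% = acetylcholine at EC100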
CHRM1 PAM: human CHRM1 positive allosteric modulation; P11229; CHO-K1 hM1, Fluo-8 calcium fluorescence, ACh EC20; 0% = ACh EC20, 100% = maximal ACh; activation, % at 3 µM; actives 0.088% (n = 360,000); in the data active = activation above about 19%, passing the limit was not always enough
Starred values were filed as active, the others as inactive; nt = no result given.

SMILES	M5 antag	CHRM1 antagonist	CHRM4 antagonist	M1 ag	M5 ag	TAAR1 ag	M5 PAM	CHRM4 agonist	CHRM1 PAM
Cn1c(=O)cc(SCC(=O)N2CCC3(CC2)OCCO3)c2ccccc21	-2	-3	-2	-3	1	12	-1	2	2
O=C1NC(=O)C2(Cc3ccccc3N3CCCC32)C(=O)N1 (stereo not drawn)	-1	-3	-1	-4	1	1	2	1	5
COC(=O)Nc1ccc(N=C(N)N[N+](=O)[O-])cc1	4	2	-1	-4	-3	7	-10	0	3
Cc1ccc(-c2nc3ccccc3c(=O)n2-c2cccc(C)n2)cc1	20	16	22	-12	-8	2	-12	11	-27
O=Cc1c(C(=O)O)n(Cc2ccc(F)cc2Cl)c2ccccc12	-2	-7	-21	-4	-3	-1	3	1	10
Cc1ccc(CNC2=NCCS2)cc1	7	3	8	-5	-11	7	-11	11	-3
Cn1c(O)c(/C=N/c2ccccn2)c(=O)n(C)c1=O	-2	-25	-1	-2	1	11	-4	0	3
C=CCN1CC[C@]23c4c5ccc(O)c4OC2[C@H](O)CC[C@@]3(O)[C@H]1C5 (stereo partly drawn)	-2	-19	-18	0	3	3	-3	0	13
O=C1NC(=O)N(CCC2=CCCCC2)C(=O)/C1=C/c1cccs1	7	-18	4	-3	2	10	5	0	11
COc1cccc(C(=O)C2CCCN(Cc3ccon3)C2)c1 (stereo not drawn)	0	-10	-4	-14	-5	3	-2	1	11
COC(=O)C1=C(c2cc3ccccc3s2)C[C@@H]2CC[C@H]1N2C(=O)NCc1ccc(C(F)(F)F)cc1	14	27	22	-10	-2	6	-18	0	-26
O=C(Cc1ccccc1)N1CCN(Cc2cccc(Cl)c2)CC1	4	13	5	-7	1	3	0	0	-7
Cc1ccc(S(=O)(=O)N(C)C/N=C(\N)N[N+](=O)[O-])cc1	5	-4	6	-5	0	0	0	0	2
COC(=O)C1=C(c2ccc(F)cc2OCc2ccccc2)C[C@@H]2CC[C@H]1N2C(=O)N1CCOCC1	11	-11	10	-8	0	7	-6	0	10
Cc1ccccc1NC(=O)COC(=O)c1cc(C)n(C2CC2)c1C	10	-8	8	-5	-2	7	-6	1	8
CC(C)CC12CN3CCN(CC(C3)/C1=N/O)C2	-2	0	5	-6	-5	4	-1	0	5
Clc1ccc(CCNCc2ccncc2)c(Cl)c1	8	-17	-1	0	-3	74*	-5	3	10
O=C(CCN1C(=O)COc2ccccc21)N1CCC2(CC1)OCCO2	5	-7	-3	-5	3	1	-7	2	3
O=C(Cn1ncc2ccsc2c1=O)N1CCC2(CC1)OCCO2	-10	-12	2	0	1	nt	6	1	14
O=C1NC(=O)C(CCc2ccncc2)(Cc2ccc([N+](=O)[O-])cc2)C(=O)N1	-8	-12	-5	-5	-1	0	-3	0	11
CN(C)C(=O)Oc1ccc(OCc2nc3ccccc3[nH]2)cc1	10	-5	-7	-5	-3	2	-8	4	-1
O=C(Cc1ccccc1)N1CCN(Cc2cccnc2)CC1	6	-12	11	-5	-4	13	-4	0	-5
CCOC(=O)c1nc2ccccc2c(=O)n1-c1cccc(C)c1	2	-6	-2	-7	-2	11	1	2	0
CCN1CC2C3CCC(C)(O3)C2C1 (stereo not drawn)	9	8	5	-1	-1	2	-1	1	-3
CCc1c(C)nc(N)nc1N1N=C1SCC(N)=O	0	5	4	-4	1	8	1	0	0
CCC(=O)Nc1ccc(Cl)c(Cl)c1	-1	-35	-4	-3	2	1	-3	2	4
COc1ccc(N2CC2c2ccncc2)cc1 (stereo not drawn)	6	-17	-5	0	4	8	6	2	16
CCc1c(C)nc(N)nc1N1N=C1SCCOc1ccccc1	11	-13	-10	-3	2	2	2	2	10
O=c1[nH]c(=O)n(CCc2ccccc2)c(O)c1C=NCCCn1ccnc1	2	-7	5	-5	-6	12	-3	0	3
C/C(=N\N1CCN(C)CC1)c1c(O)n(Cc2ccccc2)c(=O)[nH]c1=O	10	2	7	-5	-1	1	-3	1	0
CC12CN3CCN(C1)CC(C)(C3)C2=NN	9	-9	-5	-3	1	1	4	3	2
COc1ccc(-c2nn(CCC#N)cc2C(=O)Nc2ccccc2Cl)cc1	9	19	-1	-2	4	0	-6	1	-8
CN1CCN(Cc2nnc3n2-c2ccc(Cl)cc2C(c2ccccc2)=NC3)CC1	-2	4	-8	-4	-1	2	-3	1	0
Cc1cc(C)n2nc(SC(C)C(=O)N3CCC4(CC3)OCCO4)nc2n1 (stereo not drawn)	-3	-8	1	-3	1	13	6	0	6
CC(=Nc1ccccc1N)c1c(O)n(C)c(=O)n(C)c1=O	1	-14	13	1	-2	5	0	0	12
O=P(c1ccccc1)(c1nc2ccccc2s1)N1CCOCC1 (stereo not drawn)	-14	3	3	0	3	3	4	2	6
CN1CCN(c2ccc(F)cc2N)CC1	13	17	2	-7	-12	0	1	3	-11
CC(C)c1ccc(NC(=O)CSc2nnc(OC(=O)N(C)C)n2C2CC2)cc1	3	-8	15	-3	-4	-1	13	1	7
O=c1[nH]c(=O)n(-c2ccccc2)c(O)c1/C=C1/C(c2ccccc2)=Nc2ccccc21	16	13	9	-5	-4	0	5	5	-11
CC(C)(C)C(=O)N1Cc2cnnn2-c2ccccc2C1C#N (stereo not drawn)	6	-5	1	-7	-3	3	-1	0	3

In a second layout: entries from further up
smiles | M5 antag | CHRM1 antagonist | CHRM4 antagonist | M1 ag | M5 ag | TAAR1 ag | M5 PAM | CHRM4 agonist | CHRM1 PAM
Cc1cc(C)n2nc(SC(C)C(=O)N3CCC4(CC3)OCCO4)nc2n1 (stereo not drawn) | -3 | -8 | 1 | -3 | 1 | 13 | 6 | 0 | 6
O=c1[nH]c(=O)n(-c2ccccc2)c(O)c1/C=C1/C(c2ccccc2)=Nc2ccccc21 | 16 | 13 | 9 | -5 | -4 | 0 | 5 | 5 | -11
COc1ccc(-c2nn(CCC#N)cc2C(=O)Nc2ccccc2Cl)cc1 | 9 | 19 | -1 | -2 | 4 | 0 | -6 | 1 | -8
CC12CN3CCN(C1)CC(C)(C3)C2=NN | 9 | -9 | -5 | -3 | 1 | 1 | 4 | 3 | 2
CC(C)c1ccc(NC(=O)CSc2nnc(OC(=O)N(C)C)n2C2CC2)cc1 | 3 | -8 | 15 | -3 | -4 | -1 | 13 | 1 | 7

Remaining list, next part.
SMILES	M5 antag	CHRM1 antagonist	CHRM4 antagonist	M1 ag	M5 ag	TAAR1 ag	M5 PAM	CHRM4 agonist	CHRM1 PAM
S=C(NCCc1ccccc1)N1Cc2cc(N3CCCCC3)ccc2-n2nncc2C1	13	16	7	-8	-2	22	-17	1	-12
CCOP(=S)(OCC)c1ccc(N(C)C)cc1	-9	1	-26	-13	-7	12	-2	0	-5
CCN1CCN(c2ccc(NC(=O)C(C)C)cc2Cl)CC1	-2	-14	-3	-4	-3	4	4	0	7
Cc1c(C(c2ccc(Cl)cc2Cl)c2c(O)c3ccccc3oc2=O)c(=O)n(-c2ccccc2)n1C (stereo not drawn)	10	11	-3	-1	-5	-1	0	0	-4
Cn1cccc1/C=C1/C(=O)NC(=O)N(C(C)(C)C)C1=O	5	4	4	-3	4	2	-8	2	-1
CC(=O)O[C@H]1[C@H]2O[C@]23[C@@H]2CC[C@]4(O)C[C@@H](O)CC[C@]4(C)C2CC[C@]3(C)[C@H]1c1ccc(=O)oc1 (stereo partly drawn)	5	0	6	-8	3	nt	2	1	3
CCCCC(=O)N/N=C/c1c(O)n(-c2ccccc2)c(=O)[nH]c1=O	-2	2	-6	-1	5	4	9	-1	-1
CN1CCN(c2ccc(Cl)cc2N)CC1	3	-4	-5	-5	-13	7	4	3	1
CC(=Nc1ccccc1N)c1c(O)n(C)c(=O)[nH]c1=O	-1	-22	-4	-1	5	1	10	1	11
c1ccc(CC2CCCCN2)cc1 (stereo not drawn)	11	-11	-1	-1	-2	1	-1	0	7
COC(=O)C1=C(c2ccc(F)cc2OCc2ccccc2)C[C@@H]2CC[C@H]1N2C(=O)N1CCCC1	5	-13	-2	-6	0	26	-6	0	4
C[C@]12CC[C@H]3C(CCC4(O)CC(O)CC[C@]34C=O)C1=CC[C@H]2c1ccc(=O)oc1 (stereo partly drawn)	12	1	-15	-7	-2	4	-8	5	-2
CN1CCN(C(=O)COc2ccc(S(=O)(=O)NC3CCCCC3)cc2Cl)CC1	-19	-11	-3	-2	2	12	21*	1	9
c1ccc(CNC2CCCCCCC2)cc1 (tested in a mixture with another compound)	-2	6	-7	-9	-4	2	0	1	-5
CCOc1ccc(-c2cc(C)[n+](CCO)c(-c3ccc(OCC)cc3)c2)cc1	2	1	-3	-6	-15	1	-2	2	-1
CC(=O)O/C(=C1\CC2C3CC=C4CC(OC(C)=O)CCC4(C)C3CCC2(C)C1=O)C(F)(F)F (stereo not drawn)	13	7	-3	-2	-1	2	2	4	-3
COc1ccc(C(C)=O)cc1CC(C(=O)c1ccc(F)cc1)N(C)C (stereo not drawn)	5	2	3	-8	-3	3	7	1	-1
COc1ccc(CCN)cc1O	2	-19	5	5	4	47*	2	0	-3
CCOc1ccccc1Oc1coc2cc(OC(=O)N(C)C)ccc2c1=O	6	-5	6	-5	-3	-1	4	1	1
Cc1cccc(C(=O)Nc2ccc(Cl)cc2C(=O)c2ccccc2)c1	-11	-9	-2	-4	0	20	3	-2	3
COC(=O)C1=C(c2ccc(S(C)(=O)=O)cc2)C[C@@H]2CC[C@H]1N2C(=O)N1CCCCC1	16	-4	-1	-3	2	9	-1	3	12
CCOC(=O)C1CCN(/C=C2/C(=O)NC(=O)N(c3cccc(C)c3C)C2=O)CC1	9	0	5	2	-1	0	-1	1	3
COC(=O)C1=C(c2cc3ccccc3s2)C[C@@H]2CC[C@H]1N2C(=O)N1CCCC1	20	10	-2	-8	-4	3	-12	1	-2
CC(C)CCCn1c(O)c(/C=C2/C=CC=N2)c(=O)[nH]c1=O	20	24	0	1	2	5	-15	8	-16
COc1ccccc1CCNC1CCCC(C)C1 (stereo not drawn)	-1	-4	8	-13	-4	8	-3	0	1
Clc1ccccc1CNC1CN2CCC1CC2 (stereo not drawn)	32*	39*	17	-10	-8	3	-18	0	-20
O=C(O)Cn1cc(C=C2C(=O)NC(=O)NC2=O)c2ccccc21	-7	-16	-16	2	-1	6	4	1	22
NC(=O)c1ccsc1NC(=O)COC(=O)Cc1ccccc1	12	11	2	3	10	13	-19	17	-6
CN1CCN(c2ccc([N+](=O)[O-])c3no[n+]([O-])c23)CC1	10	16	9	15	8	26	-3	20	-5
COc1ccccc1C(=O)C1CCCN(Cc2cnc(C)s2)C1 (stereo not drawn)	7	-17	7	-4	-12	0	-1	3	15
CCOC(=O)c1cc(CC)sc1/N=C/c1c(O)[nH]c(=S)[nH]c1=O	-9	-4	2	0	2	-1	7	1	8
COc1cccc(C2(C#N)CCN(C)CC2)c1	5	-3	0	-7	-15	5	0	0	4
COC(=O)C1=C(C(=O)OC)SC2(S1)C(C(=O)OC)=C(C(=O)OC)Sc1c2ssc1=O	3	3	19	5	8	33	-7	3	3
CNC(=S)N/N=C1\C2CN3CCN(C2)CC1(c1ccccc1)C3	3	16	10	10	-9	2	-3	1	-12
CC1CN=C(Nc2cccc3ccccc23)S1 (stereo not drawn)	-3	-7	2	-5	-1	3	3	0	13

Assay outcomes deposited in PubChem BioAssay by The Scripps Research Institute Molecular Screening Center.

A portion of the library, so the mix of outcomes need not match the whole.
